# CHX counter – affects cycloheximide protein synthesis inhibition readout, counter-screen. max response, %. cell reporter, cycloheximide protein synthesis inhibition counterscreen. 300,000 tested, 12% active; in the data active = max response mostly above about 13%, no sharp cut-off; inactive = mostly below about 14%; note: read at 38.3 µM for the half of the compounds with a filed dose; 0% is about no effect
# AmpC no deterg – inhibitors of E. coli AmpC beta-lactamase without detergent; P00811; AmpC nitrocefin hydrolysis, absorbance 480 nm, 0.0001% Triton; Potency, µM (series often up to 57.1 µM), without a hit: at the highest dose activity change, negative = inhibition, hits mostly inhibitors; 330,000 tested, 0.52% active;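 note: potency is the fitted concentration of half-maximal effect; plate controls were no compound for no effect and no enzyme for full effect; nearly all actives have a fitted effect of over 20% in size; some results filed as inactive show a strong effect at the top dose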
# Target sequence (P00811 whole entry, looked up): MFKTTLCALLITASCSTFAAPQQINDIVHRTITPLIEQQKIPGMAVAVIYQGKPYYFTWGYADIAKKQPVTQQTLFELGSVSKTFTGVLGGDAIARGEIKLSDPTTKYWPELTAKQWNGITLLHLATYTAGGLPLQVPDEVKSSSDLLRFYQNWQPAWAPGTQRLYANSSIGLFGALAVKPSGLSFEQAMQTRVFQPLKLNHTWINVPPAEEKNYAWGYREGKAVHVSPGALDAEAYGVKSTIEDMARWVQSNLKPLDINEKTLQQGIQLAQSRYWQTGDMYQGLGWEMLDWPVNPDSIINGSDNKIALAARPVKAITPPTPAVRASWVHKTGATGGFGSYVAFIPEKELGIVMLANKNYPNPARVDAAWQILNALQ
#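 AmpC (5.3 nM in the dispensed reagent) in 20 mM phosphate pH 7.0 with 0.01% (detergent screen) or 0.0001% Triton X-100 was preincubated with compounds for 15 min at room temperature. Nitrocefin was then added from an 800 uM solution, and hydrolysis was followed at 480 nm.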
# HCMV antiviral – blocks human cytomegalovirus replication; AID 1259415; HFF cells, HCMV-luciferase reporter, 72 h; stronger effect = lower value; activity change, negative = inhibition, % at 57.5 µM; 410,000 tested, 4.5% active; in the data active = activity change below about -60%; inconclusive = no clear call, values can overlap the other calls; inactive = above about -39%; note: % is set by controls: 0 for no effect and ±100 for the full control effect
#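 Screen run at 2 compound doses on HFFs infected with reporter HCMV, MOI 1 PFU/cell. Luciferase activity from cell lysates at 72 h post infection gave inhibition relative to buffer-only and Salinomycin wells.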
# AmpC inh detg – blocks E. coli AmpC beta-lactamase in detergent assay; P00811; AmpC hydrolysis of nitrocefin, absorbance 480 nm, 0.01% Triton; Potency, µM (series often up to 114 µM), without a hit: at the top dose activity change, negative = inhibition, most hits filed as inhibitors; 370,000 tested, 0.041% active; AID 485294;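 note: potency is the fitted concentration of half-maximal effect; 0% = no-compound wells and -100% = no-enzyme wells; nearly all actives have a fitted effect of over 25% in size; some results filed as inactive show a strong effect at the top dose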
#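 20 mM phosphate pH 7.0 + 0.01% (detergent screen) or 0.0001% Triton X-100; 5.3 nM AmpC reagent; cpd preinc 15 min RT; nitrocefin (800 uM stock) to start; A480 q20 s × 4 min; Activity was normalised to no-enzyme and no-compound control wells.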
# Shiga toxin inh – blocks Shiga toxin action in Vero cells | Vero cells, Shiga toxin protein synthesis inhibition reporter | inhibition, % at 38.7 µM | 290,000 tested, 9.2% active; in the data active = inhibition mostly above about 28%, no sharp cut-off; inactive = mostly below about 43%; note: 0% is about no effect
# FBPA Giardia inh – inhibitors of Giardia lamblia fructose-1,6-bisphosphate aldolase; purified Giardia FBPA; A8B2U2; AID 2451; Potency, µM (highest dose often 59.6 µM), without a hit: top-dose activity, negative = inhibition, hits mostly inhibitors; 290,000 tested, 0.71% active; note: potency is the fitted concentration of half-maximal effect; % is set by controls: 0 for no effect and ±100 for the full control effect; nearly all actives have a fitted effect of over 55% in size
# Target sequence (A8B2U2 whole entry, looked up): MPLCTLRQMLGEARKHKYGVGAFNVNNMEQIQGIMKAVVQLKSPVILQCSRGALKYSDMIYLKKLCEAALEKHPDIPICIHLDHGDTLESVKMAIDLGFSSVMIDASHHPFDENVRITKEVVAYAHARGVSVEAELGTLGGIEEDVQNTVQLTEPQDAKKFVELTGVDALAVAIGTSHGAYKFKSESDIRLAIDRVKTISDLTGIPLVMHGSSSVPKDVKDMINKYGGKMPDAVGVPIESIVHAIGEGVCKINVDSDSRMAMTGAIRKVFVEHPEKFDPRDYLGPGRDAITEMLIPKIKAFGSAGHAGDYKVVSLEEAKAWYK
#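 Giardia FBPA (40 nM reagent) was preincubated 10 min at RT with compound (up to 57.5 uM final), then substrate plus GAPDH/TPI/NAD/arsenate coupling system with diaphorase/resazurin was added; resorufin fluorescence (525/598 nm) was read after 20 min.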
# AMA1 RON2 block – inhibitors of Plasmodium falciparum AMA1-RON2 interaction. AlphaScreen AMA1-biotinylated RON2 peptide binding. 360,000 tested, 0.2% active. AID 720542. Potency, µM (titrated, usually from 58.2 µM), without a hit: at the highest dose activity change, negative = inhibition, actives largely listed as inhibitors;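 note: potency is the fitted concentration of half-maximal effect; 0% = vehicle wells and -100% = peptide control; nearly all actives have a fitted effect of over 45% in size; some results filed as inactive show a strong effect at the top dose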
#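 AMA1 (3D7) with his tag at 25 nM final met compounds first, then biotinylated RON2 peptide at 25 nM; detection used donor plus acceptor beads, 10 µg/mL apiece, read by AlphaScreen after 30 min at room temperature.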
# Starred values were filed as active, the others as inactive; ? = inconclusive; nt = no result given; & = joins results of further samples; [ ] = dose if it differs, or a comment. Unless noted, calls come from the whole dose curve; as a rule, active = well fitted curve in the direction sought with a large enough effect; inconclusive = small, poorly fitted or top-dose-only effect, or another doubt; inactive = no such curve, though single readings can be large; an effect the other way counts as inactive or inconclusive. Compounds were not picked by outcome. Share with any hit: about 16%.
# Order of results: CHX counter, AmpC no deterg, HCMV antiviral, AmpC inh detg, Shiga toxin inh, FBPA Giardia inh, AMA1 RON2 block
C/C(=C\c1ccccc1)C(=O)Nc1ccc(S(=O)(=O)Nc2ncccn2)cc1
  -2, -20%, 46, -2%, -8, 2%, -9%
CC(C)OC(=O)c1cc(-c2ccc(C=O)o2)ccc1Cl
  11*, -31%, -21, 0%, 21, -3%, 7%[11.6 µM]
O=C(CN1C(=O)NC2(CCc3ccccc32)C1=O)NCc1ccc(Cl)cc1 (stereo not drawn)
  nt, -14%, -9, nt, nt, nt, 0%
CCCCNC(=O)CSc1nnc(C)c2c(C)n(-c3ccccc3)nc12
  38*, nt, -35, 15%, 74*, nt, nt
COc1ccccc1CNC(=O)COC(=O)Cc1ccc(Br)cc1
  nt, -8%, -4, nt, nt, nt, -2%
c1ccc2c(c1)CCN(c1nc(CN3CCOCC3)nc3sc4c(c13)CCCC4)C2
  -1, 179%[activator], 10, -2%, -7, 2%, -10%
O=C(/C=C/c1cccc([N+](=O)[O-])c1)NCCN1C(=O)S/C(=C\c2cccnc2)C1=O
  9, ?, -27, -3%, 20, -6%, 0%
O=C(CCN1CCc2ccccc2C(c2ccccc2)C1)c1ccc2c(c1)OCCO2 (stereo not drawn)
  19*, -12%, 27, 1%, 25, -15%, -14%
CC(C)CCN1C(=O)CC(NNC(=O)c2ccc(S(=O)(=O)N3CCCC3)cc2)C1=O (stereo not drawn)
  1, -23%, 70, -3%, -13, -17%, 55%[activator]
Cc1ccc(C(=O)C(OC(=O)c2c(C)cc(=O)oc2C)c2ccccc2)cc1 (stereo not drawn)
  16, 5%, 19, -3%, 5, -6%, 4%
CCc1[nH]nc2c1C1(CCOC1C)C(C#N)=C(N)O2 (stereo not drawn)
  9, -3%, -22, -5%, -2, 0%, -20%
Cc1ccc(NC(=O)CCc2nnc3ccc(N4CCOCC4)nn23)cc1C
  -3, -1%, 8, -7%, -3, -1%, 8%
CCOc1ccc(OCC)c(NC(=O)C2CCCN(C(=O)c3ccc(Cl)cc3)C2)c1 (stereo not drawn)
  nt, 11%, -14, ?, nt, nt, -2%
COc1ccc(CNC(=O)c2ccc(CS(=O)(=O)c3ccc(Br)cc3)o2)cc1
  -3, -20%, ?, -13%&4%, -6, 11%, -4%
CCc1c(C)nc(SCC(=O)N2CCCCC2CC)[nH]c1=O (stereo not drawn)
  3, -11%, -10, 2%, -8, 1%, -4%
COC(=O)c1ccccc1NC(=O)N1C[C@@H]2C[C@@H](C1)c1cccc(=O)n1C2
  1, -7%, 33, -13%, -7, -1%, -2%
Cc1cc(N2CCCC2)ccc1/C=N/n1cnnc1
  -1, -7%, -34, 0%, -6, -5%, -9%
CC(C)n1c(Sc2nccn2C)nc2c1c(=O)n(C)c(=O)n2C
  0, -21%, 9, -5%, 4, 4%, -2%
Cc1cccc(N(C)c2ncnc3onc(-c4ccc(F)cc4)c23)c1C
  -1, 6%, -34, 0%, -3, -2%, -1%
CCN(C(=O)CCS(=O)(=O)c1cccc2nonc12)c1ccc(F)cc1
  -4, 3%, -10, -15%, -9, 13%, 4%
CCCc1nc(SCc2ccc(Cl)cc2Cl)n[nH]1
  9, -22%, -20, ?, 2, -30%, -13%
COc1ccc(C)cc1NC(=O)CC(O)(C(F)(F)F)C(F)(F)F
  -4, -3%, 26, 1%, -15, -2%, -5%
CC1CCN(CC(=O)N2CC(=O)Nc3ccccc32)CC1
  -5, -21%, 3, -6%, 3, 7%, -1%
CC(C(N)=O)N1C(=O)NC2(CCCc3ccccc32)C1=O (stereo not drawn)
  -1, -9%, -13, -11%, -7, 6%, -14%
COc1ccc([N+](=O)[O-])cc1NC(=O)COC(=O)c1ccccc1O
  -1, -2%, -12, -1%, -2, 2%, 4%
CCC(Sc1nc2sc(C(=O)OC)c(C)c2c(=O)n1N)C(=O)N(CC)CC (stereo not drawn)
  -2, 0%, -26, -11%, -21, 2%, -3%
COc1ccc(CCNc2nc(=O)[nH]nc2C)cc1OC
  -1, -10%, 23, ?, 40, 0%, 2%
O=c1oc(Nc2ccccc2F)nc2ccccc12
  34*, -17%, 84, 4%, 53*, -6%, 19%
O=C(Nc1ccc(F)cc1)c1nc[nH]c1C(=O)Nc1ccccc1[N+](=O)[O-]
  0, 2%, ?, ?, -6, 1%, 17%
CCOC(=O)c1c(NC(=O)Cc2cccs2)sc(C(=O)N2CCCCC2)c1C
  -1, -8%, 17, ?, -20, -2%, -3%

# (more compounds)
# Order of results: CHX counter, AmpC no deterg, HCMV antiviral, AmpC inh detg, Shiga toxin inh, FBPA Giardia inh, AMA1 RON2 block
O=C(O)c1cc(CN2CCOCC2)oc1-c1ccccc1
  -2, -19%, 3, -8%, 20, -12%, -2%
Cc1ccc(C)c(NC(=O)C(CC(=O)O)Cc2ccccc2)c1 (stereo not drawn)
  -1, -4%, 14, -3%, -11, 4%, -8%
COC(=O)c1cc2sc(Cl)cc2n1CC(=O)NCCC(C)C
  5, -6%, 14, -7%, -6, 9%, 6%
Cc1ccc(C(=O)NNC(=O)c2ccccc2O)cc1S(=O)(=O)N1CCCCC1
  nt, 8.9µM*, -29, ?, nt, nt, 132%[activator]
O=C(CSc1nc2[nH]ncc2c(=O)n1-c1ccccc1)NCCc1ccccc1
  6, -26%, 54, -3%, 6, -25%, -13%
Cc1cc(-c2ccco2)c(C#N)c2nc3ccccc3n12
  18, -3%, -30, -13%, 43, 1.3µM*, -1%
COc1cccc(CNC(=O)CCC2CCCN(C(=O)c3ccoc3)C2)c1 (stereo not drawn)
  -3, -8%, ?, 4%, -1, 0%, -1%
O=C(NC1CCCC1)c1cc(-c2ccccc2Cl)on1
  43*, -35%, 25, 1%, 107*, -13%, 4%
Cc1ccn(CCC(=O)N2CCc3ccccc32)n1
  25*, -17%, 29, 1%, 26, nt, -2%
CCOC(=O)C1(CCOc2ccccc2)CCN(Cc2ccc(OCCO)cc2)CC1
  -3, 77%[activator], 17, -10%, -15, 20%, -17%
CCC(CC)NC(=O)Cn1c(C(C)NC(C)=O)nc2ccccc21 (stereo not drawn)
  -4, -12%, 0, -10%, -2, 0%, 13%
O=S(=O)(c1ccc(Br)cc1Cl)N1CCN(CCO)CC1
  -2, -9%, ?, -14%, -13, 1%, -6%
O=C(NC1CCCC1)c1ccc(CNc2c(N3CCOCC3)c(=O)c2=O)cc1
  -4, -15%, -18, -14%, -13, -5%, 2%
Cc1cc(C)n(CC(=O)N/N=C/c2cccs2)n1
  40*, -45%, -28, 0%, 79*, -4%, 0%
O=C(COC(=O)CSc1ccc([N+](=O)[O-])cc1)NCc1ccco1
  nt, -32%, -2, -6%, nt, nt, -5%
COc1ccc(C(=O)O)cc1S(=O)(=O)Nc1cccc(C(F)(F)F)c1
  2, -26%, -16, ?, -7, -2%, 0%
C#CCOCCOCCOCCNc1nc(N2CCN(C(=O)CCCCCCCCCCNC(=O)[C@H](CCCCN)n3cc(C)nn3)CC2)nc(N2CCN(C(=O)CCCCCCCCCCNC(=O)[C@H](CCCN=C(N)N)n3cc(C[C@@H](C)CC)nn3)CC2)n1
  nt, 333%[activator], nt, 1%, nt, nt, ?
COc1ccc(-c2csc(/C(C#N)=C/Nc3cc4oc5ccccc5c4cc3OC)n2)cc1
  -1, -14%, -13, -2%, 11, 9%, 19%
O=c1c2ccsc2ncn1Cc1cccc(C(F)(F)F)c1
  -1, -12%, -12, 1%, -9, -2%, -5%
COC(=O)CCn1nc(-c2ccc(C)cc2)c2ccccc2c1=O
  -2, 42%, -3, 1%, -12, 2%, -2%
COC(=O)c1sc2nc3c(c(-c4cccs4)c2c1N)CCCC3
  -2, -38%, ?, -3%, -2, 0%, 8%[11.6 µM]
Nc1ccn([C@H]2CC[C@@H](CO)O2)c(=O)n1
  5&-6&1, -7%&-18%, 16, 3%&3%, -3&-5&-2, 6%&1%&4%&8%&12%, -4%
Cc1ccc(-c2nc3ncccc3o2)cc1NC(=O)c1ccc([N+](=O)[O-])o1
  1, -9%, nt, -10%, 25, 4%, 8%
CCS(=O)(=O)NC(C)C(c1cccs1)N1CCN(c2ccc(F)cc2)CC1 (stereo not drawn)
  5, ?, -2, -17%, -4, 4%, -6%
CCCCC(CC(O)COCCC)c1n[nH]c(=S)n1-c1ccccc1 (stereo not drawn)
  -3, 0%, 15, -2%, 20, -14%, 13%
Cc1ccc(-n2c(O)c(C=Nc3ccc(Br)cn3)c(=O)[nH]c2=O)cc1
  -3, -20%, -31, -3%, -6, 2%, 2%
COc1ccccc1/C=N/N(C(C)=O)c1nc(-c2ccc(F)cc2)cs1
  30*, -10%, 202, 7%, 41, 2%, 18%
CC(NC(=O)c1ccco1)C(=O)N1CC=C(c2ccccc2)CC1 (stereo not drawn)
  nt, -19%, -36, nt, nt, nt, 8%
Cc1nc(C)c(C(=O)N(c2ccc(C)c(C)c2)C(C(=O)NCc2ccco2)c2ccccc2)s1 (stereo not drawn)
  5, ?, -11, 1%, 12, -7%, -3%
COC(=O)c1ccc(COc2nc(C)cc(C)c2C#N)o1
  2, ?, 47, ?, -13, 11%, 8%

# The listing continues.
# Order of results: CHX counter, AmpC no deterg, HCMV antiviral, AmpC inh detg, Shiga toxin inh, FBPA Giardia inh, AMA1 RON2 block
COc1cc(C(=O)N/N=C/c2sc(=O)n(-c3ccccc3)c2Cl)cc(OC)c1OC
  19*, 42%, ?, ?, 16, 0%, 9%
O=C1CCCN1S(=O)(=O)c1ccc(F)cc1
  12, -20%, -2, -1%, 17, -9%, -5%
Cc1ccccc1CNC(=O)CCc1ccccc1
  18*, -2%, 14, 5%, 35, 4%, 1%
COc1cccc(C2(O)CCN(Cc3ccncc3)CC2)c1
  3, 2%, -33, 5%, -16, -1%, -2%
COc1ccccc1CCC(=O)Nc1ncc(C)s1
  10, -16%, 21, 0%, 34, 2%, -5%
O=C(Nc1cccnc1)c1cc(F)c(F)cc1Cl
  -6, -4%, -18, 9%, -5, 0%, -11%
COc1ccc(C(=O)c2ccccc2)cc1
  31*, -19%, 42, -4%, 45, -2%, -10%
O=C(CSc1nnc(-c2cccnc2)o1)OC1CCCCC1
  1, -39%, 28, -5%, -25, 3%, 0%
S=C(NCc1ccc2c(c1)OCO2)NC1CCN(Cc2ccccc2)CC1
  -4, -5%, -78*, -9%, -10, 6%, ?
COc1cc(CC(=O)OCC(=O)NC2CCCCCC2)cc(OC)c1OC
  nt, 2%, -5, nt, nt, nt, 7%
COP(=S)(OC)SCn1nnc2ccccc2c1=O
  nt, nt, -36, nt, nt, ?, 5%
Cn1ccsc1=NC(=O)c1ccc(=O)[nH]c1
  2, -9%, 2, -1%, 20, nt, -9%
CC1CCN(c2ccc(C(=O)OCC(=O)NCCN3C(=O)CSC3=O)cc2[N+](=O)[O-])CC1
  -2, 84%[activator], -78*, 0%, 21, -2%, -16%

# Screening data deposited in PubChem by National Center for Advancing Translational Sciences (NCATS).
